Screening results from PubChem.
CRFBP-R2 agonist: agonists of CRF-BP/CRF-R2 complex, primary screen, cell-based, HEK293, calcium dye fluorescence, uHTS; CRF-binding protein / CRF receptor 2 complex (human); calcium dye fluorescence (FLIPR); percent of saturating CRF peptide response; activation, % at 13.2 µM; hit rate 0.46% among 350,000;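 active = activation of at least 50%, plus an integration ratio under a set limit after plate pattern correction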;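 note: plate controls were neutral control wells without compound for no effect and CRF at EC100 for full effect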
MEKK2 WT-MEK5: modulators of MEK5 binding to wildtype MEKK2, primary screen, biochemical, multiplex bead flow cytometry, Alexa488-MEK5 | AID 1531, 2009 | hit rate 1.1% among 290,000 | binding response (% of control), % at 10 µM | Mitogen-activated protein kinase kinase kinase 2 (Homo sapiens), Q9Y2U5 | Alexa488-MEK5 binding to MEKK2 WT; actives lie on both sides; in the data active = binding response below about 67% or above about 130%
NS3 helicase inh: inhibitors of HCV NS3 helicase, primary screen, biochemical, Cy5 molecular beacon fluorescence | inhibition, % at 10.9 µM | NS3 helicase DNA unwinding | hit rate 0.56% among 290,000;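 active = inhibition above the mean of all tested compounds plus 3 SD, set per campaign, cut at about 35% in these data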;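 note: 0% = DMSO wells and 100% = thioflavine S control wells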
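Material: hepatitis C virus NS3 helicase domain fragment enzyme; measured by: Cy5 fluorescence, 0 and 60 min reads; control set: DMSO and thioflavine S; incubation: 60 min unwinding reaction at 25 °C after ATP addition; read-out basis: % inhibition from 60/0 min fluorescence ratio, DMSO 0%, thioflavine S 100%; repeats: singlicate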
MEKK3 PB1 HTS: modulators of MEKK3-MEK5 PB1 binding, primary screen, biochemical, wildtype MEKK3, multiplex bead flow cytometry, Alexa488-MEK5; binding response (% of control), % at 10 µM; hit rate 1.4% among 290,000; Mitogen-activated protein kinase kinase kinase 3 (Homo sapiens), Q99759; bead-based flow cytometry, Alexa488-MEK5 binding to MEKK3; actives lie on both sides; 0 = blocked by unlabeled MEK5, 100 = vehicle;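 active = binding response more than 3 SD above or below the average of its plate-row segment, actives on both sides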;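 note: Alexa488 bead fluorescence after subtracting the streptavidin-only scavenger bead signal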
Target sequence (Q99759 whole entry, looked up): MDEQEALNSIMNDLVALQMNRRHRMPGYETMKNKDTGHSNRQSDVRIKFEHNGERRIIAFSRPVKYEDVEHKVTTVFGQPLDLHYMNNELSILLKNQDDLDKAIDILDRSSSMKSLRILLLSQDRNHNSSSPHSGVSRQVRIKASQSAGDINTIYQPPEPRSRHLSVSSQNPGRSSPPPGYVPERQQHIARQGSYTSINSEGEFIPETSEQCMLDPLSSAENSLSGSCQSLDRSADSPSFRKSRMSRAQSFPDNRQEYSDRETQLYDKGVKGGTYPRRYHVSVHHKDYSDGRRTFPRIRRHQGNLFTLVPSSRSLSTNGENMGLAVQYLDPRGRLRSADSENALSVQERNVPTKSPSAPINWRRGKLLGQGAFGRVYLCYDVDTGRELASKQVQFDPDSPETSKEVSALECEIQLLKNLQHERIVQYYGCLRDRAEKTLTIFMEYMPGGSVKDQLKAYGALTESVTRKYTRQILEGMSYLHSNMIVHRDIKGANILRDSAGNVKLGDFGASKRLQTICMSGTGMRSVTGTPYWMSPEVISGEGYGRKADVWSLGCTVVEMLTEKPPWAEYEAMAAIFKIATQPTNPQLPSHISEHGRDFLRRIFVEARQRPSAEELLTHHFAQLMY
DNA FID counter: compounds displacing fluorescent DNA intercalator, primary screen, artefact control for HCV NS3 helicase inhibitor project, biochemical, FID fluorescence; AID 1845, 2009; inhibition, % at 7.9 µM; DNA fluorescent intercalator displacement; hit rate 0.17% among 290,000; in the data active = inhibition above about 37%;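 note: 0% = vehicle and 100% = reference compound; higher means more ethidium bromide displaced from hairpin DNA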
SUMO HTRF inh: inhibitors of in vitro SUMOylation cascade, primary screen, biochemical, HTRF, uHTS; SUMO-conjugating enzyme UBC9 (Homo sapiens), P63279; HTRF SUMOylation assay, SAE1/SAE2 + UBC9; inhibition, % at 35 µM; hit rate 0.36% among 290,000; AID 2006, 2009; in the data active = inhibition above about 50%, passing the limit was not always enough; note: strong numbers were not always called active
Target sequence (P63279 whole entry, looked up): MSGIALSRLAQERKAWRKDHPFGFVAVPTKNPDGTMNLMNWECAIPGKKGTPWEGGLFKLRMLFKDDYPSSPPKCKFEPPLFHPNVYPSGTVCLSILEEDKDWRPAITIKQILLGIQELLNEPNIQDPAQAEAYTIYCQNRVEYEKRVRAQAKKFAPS
MEKK2 mut-MEK5: MEK5 binding signal on mutant MEKK2 PB1, primary screen, biochemical, multiplex bead flow cytometry, Alexa488-MEK5. Alexa488-MEK5 binding to MEKK2 mutant. percent response, % at 10 µM. hit rate 0.35% among 290,000; in the data active = percent response above about 24%, passing the limit was not always enough; note: inactives centre near 1; some results filed as inactive read as strong as hits
GalR3 antag: GalR3 antagonists in HEK293 cells, primary screen, cell-based, fluorescence readout; Galanin receptor type 3 (Homo sapiens), O60755; inhibition, % at 3 µM; hit rate 0.44% among 360,000; HEK293 GalR3-CNG cAMP membrane potential fluorescence; galR3 body fused to GalR1 C-terminus;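 active = inhibition above the screen-wide average plus 3 SD, cut at about 13% in these data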;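 note: forskolin and galanin both at EC90 stimulate the cells; cAMP rise reported by CNG channel membrane potential dye signal; 0% = forskolin plus galanin with DMSO and 100% = forskolin alone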
CRFBP-R2 block: antagonists of CRF-BP/CRF-R2 complex, primary screen, cell-based, HEK293, calcium dye fluorescence, uHTS; AID 588475, 2011; inhibition, % at 11.8 µM; hit rate 0.59% among 350,000; CRF-induced calcium fluorescence;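 active = inhibition of the ligand-induced calcium signal above about 50% at the single tested concentration, limit read from the data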
Active calls of the source: *; x = no result given.

Every second line gives: CRFBP-R2 agonist, MEKK2 WT-MEK5, NS3 helicase inh, MEKK3 PB1 HTS, DNA FID counter, SUMO HTRF inh, MEKK2 mut-MEK5, GalR3 antag, CRFBP-R2 block
#1 O=C(CN(C(=O)c1csnn1)c1ccccc1F)NC1CCCCC1
→ -0.6, 101, 11, 97, -7, 3, 5, -6, -4
#2 Cc1cc(NC(=O)Cn2c(=O)c3c(ncn3CCC(C)C)n(Cc3ccccc3)c2=O)no1
→ 0.0, 104, -12, 106, -29, -6, -2, -7, -1
#3 CCN1CCN(C(c2ccc(F)cc2)c2nnnn2Cc2cccs2)CC1 (stereo not drawn)
→ 0.5, 100, 2, 94, 3, 24, 1, 1, 3
#4 Cc1nc(-c2ccc(Cl)cc2)sc1C1(C)CC(c2ccc(Cl)cc2)=NO1 (stereo not drawn)
→ -0.4, 100, x, 103, x, x, -4, -4, 4
#5 CN(c1ccccc1)c1nc(N)c([N+](=O)[O-])c(Nc2ccc(F)cc2)n1
→ 0.1, 106, -1, 109, -14, 12, 11, 0, -30
#6 O=C(Nc1nnc(SCc2ccc(Cl)cc2)s1)c1ccco1
→ -1.5, 111, 3, 112, 2, -16, 6, -5, 7
#7 CCCNC(=O)Cc1c(OC)ccc2cc(Br)ccc12
→ -10, 108, -4, 109, -20, -18, 3, -3, 9
#8 O=C(CSc1ncc(-c2ccccc2)nn1)NCc1ccco1
→ -0.8, 102, 4, 103, -2, 13, 1, -10, 1
#9 Cc1c(Cl)cccc1NS(=O)(=O)c1ccc(-c2ccc(=O)[nH]n2)o1
→ 0.8, 102, -6, 104, -10, 11, 2, 1, -8
#10 CCC(CC)C(=O)Nc1c(C)n(C)n(-c2ccccc2)c1=O
→ -0.5, 107, -4, 102, -3, 10, 5, 3, 2

Structures listed so far that contain an aryl thioether with sulfur outside any ring:
Every second line gives: CRFBP-R2 agonist, MEKK2 WT-MEK5, NS3 helicase inh, MEKK3 PB1 HTS, DNA FID counter, SUMO HTRF inh, MEKK2 mut-MEK5, GalR3 antag, CRFBP-R2 block
#6 O=C(Nc1nnc(SCc2ccc(Cl)cc2)s1)c1ccco1
→ -1.5, 111, 3, 112, 2, -16, 6, -5, 7
#8 O=C(CSc1ncc(-c2ccccc2)nn1)NCc1ccco1
→ -0.8, 102, 4, 103, -2, 13, 1, -10, 1

Later entries:
Every second line gives: CRFBP-R2 agonist, MEKK2 WT-MEK5, NS3 helicase inh, MEKK3 PB1 HTS, DNA FID counter, SUMO HTRF inh, MEKK2 mut-MEK5, GalR3 antag, CRFBP-R2 block
#11 Cc1ccc(NS(=O)(=O)c2c(C)[nH]c(C)c2C(=O)N2CCCCC2)cc1F
→ 0.0, 105, -6, 101, -36, 4, 1, 0, -4
#12 c1ccc(-c2nnc(C(c3ccccc3)c3ccccc3)o2)cc1
→ -2.3, 97, 6, 101, -15, -12, -2, -6, 6
#13 O=C(Nc1ccccc1)/C(=C1\CCCN1)[N+](=O)[O-]
→ -1.1, 90, 0, 96, 11, 1, -6, -1, -5
#14 Cn1cc(C(=O)c2cccc(Cl)c2Cl)cc1C#N
→ 0.0, 88, 7, 103, -2, 10, 3, -3, -5
#15 COc1ccc(C2CC2/C(=N/OC(=O)c2cccs2)c2ccccc2)cc1 (stereo not drawn)
→ 3.2, 98, -5, 106, -7, -1, 0, -5, 9
#16 COc1cc(NC(=O)c2ccccc2Cl)ccc1NC(=O)c1cccs1
→ 4.1, 99, 7, 99, -10, 0, -1, -2, 3
#17 CN1CC=C2C(C#N)=C(N)C(C#N)(C#N)C(c3ccsc3)C2C1 (stereo not drawn)
→ 32, 94, 1, 100, -4, 27, 2, -4, -15
#18 CCOC(=O)/C(C#N)=C/NC(=O)NC(C)(C)C
→ 1.4, 102, 11, 106, 2, 10, 4, -3, 11
#19 CC(=O)Nc1ccc(S(=O)(=O)N2c3ccccc3NC(=O)CC2C)c(Cl)c1 (stereo not drawn)
→ -0.9, 86, -2, 85, -4, -2, -10, -4, 7
#20 CCOC(=O)c1c(/N=C/c2cc([N+](=O)[O-])ccc2O)sc(C)c1C
→ 0.6, 91, 15, 92, 0, 12, -5, -2, 9
#21 O=C(COC(=O)c1ccc(NS(=O)(=O)c2ccc(F)c(F)c2)cc1)NCC1CCCO1 (stereo not drawn)
→ 0.0, 103, 2, 104, -19, 9, 6, -5, 11
#22 CC1CCN(Cc2ccc(NC(=O)C3CCN(c4nnc(-n5cccc5)s4)CC3)cc2)CC1
→ -0.2, 231*, -39, 105, 9, -8, 78*, -2, 10
#23 CCOC(=O)Cc1csc(SCC(=O)NC2CCCCC2)n1
→ 1.6, 102, -4, 98, -5, -4, -1, -9, -4
#24 CC(C)N1CCC(=NNc2ccc(S(=O)(=O)N3CCOCC3)cc2[N+](=O)[O-])CC1
→ -1.0, 102, 4, 101, 0, -16, -2, 0, 12
#25 Cc1c(Br)c([N+](=O)[O-])nn1CC(=O)NCc1cccnc1
→ -1.3, 106, -20, 105, 2, -5, 5, -3, 14
#26 COc1ccc(NC(=O)C(Cl)=C(Cl)Cl)cn1
→ 1.9, 104, -1, 110, -10, 5, -38, -1, 25
#27 O=C(CCn1cccc1)Nc1cc(F)ccc1F
→ 3.7, 98, -8, 99, 9, 4, -2, 0, -8
#28 Cc1ccc(N=C2NC(=O)S/C2=C\c2ccco2)cc1
→ -2.3, 100, 17, 100, -2, 28, 1, -2, -27
#29 COc1ccc(OC)c(-c2cc(C(=O)N3CCCc4ccccc43)no2)c1
→ -2.0, 103, 4, 102, -2, -12, 9, -5, -1
#30 CCCC(CCC)C(=O)Oc1cc(C)[nH]c(=O)c1[N+](=O)[O-]
→ -0.5, 92, 6, 102, -7, -17, -9, -5, 9
#31 Cc1cccc(C)c1NC(=O)C1CCCNC1 (stereo not drawn)
→ -0.3, 100, 5, 100, 6, 12, -1, -3, 4
#32 O=C(c1ccncc1)c1ccc(N2CCN(C3CC(=O)N(Cc4ccccc4)C3=O)CC2)cc1 (stereo not drawn)
→ 0.8, 116, -3, 112, -42, 14, 9, -3, -13
#33 CC(On1nnc2ccccc21)C(=O)N1CCN(Cc2ccccc2)CC1 (stereo not drawn)
→ 1.1, 97, -1, 102, -9, -3, -3, -6, -40
#34 O=C(Nc1ccnn1C1CCN(C(=O)c2ccc(F)cc2)CC1)C1CCOC1 (stereo not drawn)
→ 1.1, 105, 5, 101, -6, 15, 5, -2, 1
#35 COc1cccc(C2c3c(-c4ccccc4O)n[nH]c3C(=O)N2Cc2ccco2)c1 (stereo not drawn)
→ -0.2, 93, -3, 100, -31, 12, -1, -5, 7
#36 Cc1cc(C)c(C(N)=O)c(Nc2ccc(F)cc2)n1
→ 0.2, 104, 6, 103, -1, 3, 4, -6, -2
#37 COCC(=O)Nc1cc(OC)c(Cl)cc1OC
→ -0.2, 86, 0, 82, -2, 6, -4, -4, -3
#38 O=C(Nc1cccc(O)c1)c1ccc(NC(=O)c2cccs2)cc1
→ -1.1, 107, -5, 108, -9, 19, 8, 2, 68*
#39 Cn1c(=O)c2c(nc(SCC(=O)NCC3CCCO3)n2Cc2ccc(F)cc2)n(C)c1=O (stereo not drawn)
→ -3.5, 97, 10, 101, -17, 12, -2, -5, -15
#40 COc1ccc(COC(=O)C2=C(C)NC(=O)NC2c2cccc(Br)c2)cc1 (stereo not drawn)
→ -1.3, 92, -12, 100, -13, -3, 2, -11, -33
#41 CCOc1ccc(-c2nnn(CC(=O)NCc3ccc(F)cc3)n2)cc1OCC
→ -0.8, 104, 1, 105, 0, 13, 4, -2, -2
#42 COCCNC(=O)c1ccc(CSc2nc3ccccc3s2)cc1
→ -0.9, 100, 6, 99, -47, -3, 2, -3, 6
#43 O=C(COC(=O)c1ccccn1)Nc1nc(-c2ccccc2)cs1
→ 2.5, 97, 7, 101, -23, 7, 1, -7, -8
#44 CC(C)(C)Nc1ncnc2c1cnn2-c1ccccc1
→ -0.5, 102, x, 99, x, -10, 4, -2, -7
#45 Cc1ccc(-c2cc(-c3nnc(SCC(=O)NC(C)C(C)C)n3N)c3ccccc3n2)cc1 (stereo not drawn)
→ 1.0, 104, -4, 104, -14, -8, 4, -4, -13
#46 O=c1[nH]c(-c2ccccc2)nc2sc(-c3ccccc3)cc12
→ -1.4, 91, 7, 98, 2, 8, -4, -3, -13
#47 Cc1ccc(S(=O)(=O)N2CCC(=O)N(CCOCc3ccccc3)CC2)cc1
→ -1.9, 95, 4, 95, -43, -9, -2, -3, 9
#48 CC(C)(C)NC(=O)CSc1nc(-c2ccccc2)c(-c2ccccc2)[nH]1
→ 0.3, 84, 0, 81, -12, -10, -8, -8, -24
#49 Cc1cccc(C(=O)Nc2ccccc2C(=O)OCC(=O)Nc2ccc(C#N)cc2)c1
→ 0.1, 116, 6, 99, -4, -12, 3, 0, -38
#50 CCCCC(=O)Nc1ccc2c(c1)nc1n2CCOC1
→ 1.7, 107, 10, 109, 2, 3, 3, 11, 3
#51 COc1ccccc1CNC(=O)CC1Sc2ccccc2NC1=O (stereo not drawn)
→ -2.2, 105, -1, 106, -1, 3, -2, 2, 1
#52 CCn1ncc2c1C(=O)NC1c3ccccc3C(=O)N21 (stereo not drawn)
→ -1.4, 98, 3, 92, -4, 19, -1, -4, -3
#53 CC1CN(c2oc(COc3ccc(Cl)cc3Cl)nc2C#N)CC(C)O1 (stereo not drawn)
→ 2.3, 100, -9, 104, -15, -8, 10, -3, 8
#54 Cc1ccc(S(=O)(=O)N(C)CC(=O)N2CCN(C(=O)c3ccco3)CC2)cc1
→ -1.4, 101, 2, 97, -11, 25, 0, 1, 4
#55 COc1ccccc1CNC(=O)c1cccc(N(C)C)c1
→ -2.1, 104, 0, 101, -5, 22, -1, 6, -1
#56 O=C(NCCc1ccccc1)Nc1cccc(Cl)c1
→ 0.2, 100, -7, 99, 0, 6, 0, 3, 25
#57 COc1ccc(CNC(=O)N2CCN(c3ccc(F)cc3)CC2)cc1
→ -1.0, 112, -15, 104, -14, 0, 7, -9, -3
#58 COc1ccc(-c2nnc(SCC(=O)OC3CCCCC3)o2)cc1OC
→ -4.0, 94, 2, 98, -8, -3, -5, -4, 17

Only part of the results is shown; count on the stated rates, not on these rows.
